ARFGAP1 inh = inhibitors of rat ARFGAP1 | inhibition, % at 16.5 µM | AID 651572 | Arfgap1-stimulated ARF1 GTP hydrolysis, GDP FP detection | hit rate 0.26% among 360,000;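 active means inhibition above a per-plate limit, mean inhibition of low control wells plus 3 SD, cut at about 25% in these data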;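 further: 0% = DMSO wells with enzyme and 100% = wells lacking Arfgap1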
Target sequence (Q62848 1-136 limits assumed): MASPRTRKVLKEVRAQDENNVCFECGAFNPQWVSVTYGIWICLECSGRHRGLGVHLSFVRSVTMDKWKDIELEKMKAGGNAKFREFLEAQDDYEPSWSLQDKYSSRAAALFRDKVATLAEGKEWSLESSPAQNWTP
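Replicates: Single well per compound | Assay system: Truncated rat Arfgap1 GAP domain | Control set: No-Arfgap1 wells (100%) versus DMSO full-reaction wells (0%) | Times: Enzyme reaction 120 min at 25 °C after 20 min preincubation | Reagent: Human ARF1(Δ1-17)-GTP substrate | Measured by: Tracer-displacement fluorescence polarization with EDTA stop, 620/688 nm | Measure: Percent inhibition of Arfgap1-stimulated GTP hydrolysis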
mABHD4 FP = inhibitors of mouse ABHD4; Q8VD66; purified mABHD4, FP-Rh probe fluorescence polarization; inhibition, % at 8.92 µM; hit rate 0.54% among 370,000; AID 720543;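 active means inhibition exceeding the mean over every tested compound plus 3 SD, cut at about 30% in these data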;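 further: 0% = plate median of compound wells and 100% = S159A mutant with DMSO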
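Assay system: wild-type mouse ABHD4 protein; compound: single nominal dose of 8.92 µM, 0.89% DMSO final; schedule: 45 min + 60 min at 25 °C; measured by: FP readout, ex 525 nm / em 598 nm; evaluation: % inhibition of FP-Rh probe binding versus controls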
ASAP1 GAP inh = inhibitors of human ASAP1 ArfGAP activity; hit rate 0.19% among 360,000; inhibition, % at 16.5 µM; Q9ULH1; ASAP1-stimulated ARF1 GTP hydrolysis, GDP FP detection; in the data active means inhibition above about 25%;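 further: 0% = vehicle with enzyme and substrate and 100% = no enzyme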
Target sequence (Q9ULH1 325-724 limits assumed): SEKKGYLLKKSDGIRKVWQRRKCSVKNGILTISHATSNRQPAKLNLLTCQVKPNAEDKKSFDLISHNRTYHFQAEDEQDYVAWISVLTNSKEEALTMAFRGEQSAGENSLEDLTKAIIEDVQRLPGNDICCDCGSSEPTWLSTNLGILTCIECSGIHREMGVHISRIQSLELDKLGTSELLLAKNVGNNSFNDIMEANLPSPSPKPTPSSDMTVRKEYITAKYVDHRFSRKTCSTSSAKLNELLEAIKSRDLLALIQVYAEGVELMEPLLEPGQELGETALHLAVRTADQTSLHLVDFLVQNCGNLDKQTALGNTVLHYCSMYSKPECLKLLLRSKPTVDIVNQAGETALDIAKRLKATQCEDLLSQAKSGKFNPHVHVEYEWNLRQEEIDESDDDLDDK
PG9 binder = binds the HIV-1 gp120 antibody PG9; TR-FRET gp120-PG9 antibody binding; inhibition, % at 6.7 µM; hit rate 0.43% among 360,000; AID 624416; in the data active means inhibition above about 8.5%
SMARCA2 act = activators of SMARCA2 function. activation, % at 9.1 µM. MG213 cells, MMTV-luciferase reporter, dexamethasone, overnight. hit rate 1% among 370,000. AID 652017; in the data active means activation above about 7.8%;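 further: 0% = vehicle wells and 100% = reference activator wells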
HTRA1 inh = inhibitors of human serine peptidase HTRA1. recombinant HTRA1, FP-rhodamine activity-based probe, fluorescence polarization. inhibition, % at 5.96 µM. hit rate 0.5% among 340,000; in the data active means inhibition above about 36%;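 further: 0% = enzyme with DMSO and 100% = wells lacking enzyme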
GC-B act = GC-B (human) receptor activation. hit rate 0.11% among 370,000. activation, % at 10 µM. P20594. AID 1920062. HEK293-GC-B cells, CNP EC30, cGMP TR-FRET; 0% at EC30 CNP, 100% saturating CNP;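 active means activation at 10 µM reaching about 35% in either raw or pattern-adjusted values, limit read from the data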
rCAG RNA binder = binds r(CAG) RNA repeats; inhibition, % at 3 µM; AID 651821; hit rate 1.3% among 370,000; r(CAG) RNA repeat, TO-PRO-1 dye displacement fluorescence;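 active means inhibition above the plate cutoff, the mean of all test compounds on that plate plus 3 SD, cut at about 35% in these data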;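 further: 0% = DMSO alone and 100% = 100 µM mitoxantrone as full dye displacement; higher means more dye released from RNA so lower well fluorescence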
NPR1 activator = GC-A (human) enzyme activation. HEK293 GC-A cells, cGMP TR-FRET, EC30 ANP; 0% at EC30 ANP, 100% saturating ANP. P16066. activation, % at 10 µM. hit rate 0.14% among 370,000; in the data active means activation above about 40%
NR1D1 modulator = Rev-erb alpha (human) modulation; Rev-erbα–FITC-DNA binding, fluorescence polarization, 90 min; activity, % at 10 µM; hit rate 0.79% among 370,000; AID 1259318;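 active means activity above about 14%, limit read from the data; passing the limit was not always enough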;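 further: 0% = DMSO wells with 35 nM protein and 100% = DMSO wells with 750 nM protein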
* hit, by the source's call; nt = not tested or not shown.

structure	PG9 binder	mABHD4 FP	ASAP1 GAP inh	SMARCA2 act	rCAG RNA binder	HTRA1 inh	NPR1 activator	GC-B act	NR1D1 modulator	ARFGAP1 inh
COc1ccc(-c2csc(-n3ncc(-c4ccccn4)c3N)n2)cc1	-2.3	-6	1	2	1	-3	0	1	-5	-5
O=C(NCC1CCCCC1)c1cccc([N+](=O)[O-])c1	0.0	-6	3	-2	-4	-1	7	12	-4	11
COc1ccc(C(=O)NCC(=O)OCC(=O)N2CCCc3ccccc32)cc1	-3.1	-6	-9	1	-3	9	3	4	-2	-6
OC(c1ccc(CN2CCCCC2)cc1)c1ncc(-c2ccccc2F)[nH]1 (configuration not stated)	-0.1	-1	-8	0	2	nt	2	6	-9	10
Cc1ccc(S(=O)(=O)c2cccc(S(=O)(=O)N3CCCC3)c2)cc1S(=O)(=O)N1CCCC1	0.1	-12	0	-8	5	1	-1	3	8	-6
COc1ccc(CCNC(=O)C2C3CCC(C3)C2C(=O)O)cc1OC (configuration not stated)	-0.5	2	-9	0	-1	3	5	3	-7	8
C[C@H]1CN([C@@H](C)CO)C(=O)CCCn2nncc2CO[C@@H]1CN(C)Cc1ccccc1	1.4	5	2	1	-1	-1	2	-1	-3	2
CC(C)(C)SC(C(=O)N1CCOCC1)c1ccc(Br)cc1 (configuration not stated)	-2.3	-2	-21	-3	-1	6	-16	-7	3	0

More compounds:
structure	PG9 binder	mABHD4 FP	ASAP1 GAP inh	SMARCA2 act	rCAG RNA binder	HTRA1 inh	NPR1 activator	GC-B act	NR1D1 modulator	ARFGAP1 inh
Cc1cn([C@H]2C[C@H](O)[C@@H](CNCC3=Cc4cc(O)ccc4OC3)O2)c(=O)[nH]c1=O	0.9	4	-1	-3	2	5	3	-11	-3	-15
COc1ccc(NC(=O)CN(C)C(=O)c2ccc(S(=O)(=O)Nc3ccccc3C)cc2)cc1	-1.2	-3	-20	-1	6	-1	-1	-1	-4	13
O=C(CSc1ncccn1)NC(=O)Cc1ccccc1	-1.4	6	15	-1	-1	9	0	5	8	5
O=C(CNS(=O)(=O)c1c(Cl)cccc1Cl)N1CCCCCC1	0.2	-6	-6	3	-6	-16	9	6	1	7
CC1NC(C)c2c(ccc3ccccc23)O1 (configuration not stated)	-0.9	13	-4	-2	5	6	0	3	0	10
C/C(=N/NC(=O)c1sc(=S)n(C)c1C)c1ccccc1	2.7	2	13	-2	8	-5	2	-4	0	-8
CCOC(=O)c1c(C)n(CCOc2ccccc2)c2ccc(O)cc12	2.0	2	13	0	12	4	56*	-1	2	6
Cc1ccccc1N1C(=O)C(Oc2ccc(Cl)cc2)C1CNCC1CCCO1 (configuration not stated)	-1.6	0	5	-1	-8	1	-8	4	6	6

Complete entries, looked up by structure. Values in the order: PG9 binder | mABHD4 FP | ASAP1 GAP inh | SMARCA2 act | rCAG RNA binder | HTRA1 inh | NPR1 activator | GC-B act | NR1D1 modulator | ARFGAP1 inh
O=C(CNS(=O)(=O)c1c(Cl)cccc1Cl)N1CCCCCC1 across the screens: 0.2 | -6 | -6 | 3 | -6 | -16 | 9 | 6 | 1 | 7
Cc1ccccc1N1C(=O)C(Oc2ccc(Cl)cc2)C1CNCC1CCCO1 (configuration not stated) across the screens: -1.6 | 0 | 5 | -1 | -8 | 1 | -8 | 4 | 6 | 6
CCOC(=O)c1c(C)n(CCOc2ccccc2)c2ccc(O)cc12 across the screens: 2.0 | 2 | 13 | 0 | 12 | 4 | 56* | -1 | 2 | 6
CC1NC(C)c2c(ccc3ccccc23)O1 (configuration not stated) across the screens: -0.9 | 13 | -4 | -2 | 5 | 6 | 0 | 3 | 0 | 10
C/C(=N/NC(=O)c1sc(=S)n(C)c1C)c1ccccc1 across the screens: 2.7 | 2 | 13 | -2 | 8 | -5 | 2 | -4 | 0 | -8

More entries.
structure	PG9 binder	mABHD4 FP	ASAP1 GAP inh	SMARCA2 act	rCAG RNA binder	HTRA1 inh	NPR1 activator	GC-B act	NR1D1 modulator	ARFGAP1 inh
CC1=C(C(=O)OC(C)C)C(c2ccc(N(C)C)cc2)C2=C(CC(C)(C)CC2=O)N1 (configuration not stated)	-0.2	-2	-7	-1	-5	-2	-16	-12	-1	-1
CC12CCC(C(N)C1=O)C2(C)C (configuration not stated)	-1.6	-1	-20	3	1	5	1	1	0	4
c1ccc(CCNc2ncnc3c2cnn3-c2ccccc2)cc1	-1.4	-16	5	7	-1	-39	4	-2	-2	7
CCCc1cc(=O)[nH]c(SCC(=O)NC2(C#N)CCCCC2)n1	1.8	-4	-3	-1	3	6	0	-2	-6	-2
CCOc1ccc(NC(=O)NCCN2CCN(c3cccc(C)c3C)CC2)cc1	0.1	6	9	-1	-7	7	-9	-5	6	9
CCNS(=O)(=O)c1ccc(NS(C)(=O)=O)cc1	-2.2	-5	-6	-2	2	-5	0	0	4	-8
CC(=O)c1ccc(N2CCN(C(=O)C3CCN(S(=O)(=O)c4cccs4)CC3)CC2)cc1	0.6	-5	10	-2	11	-1	1	1	-1	-1
CC(=O)c1ccc(S(=O)(=O)Nc2ccc(Cl)c(S(=O)(=O)N3CCCC3)c2)cc1	-1.9	4	15	2	28	8	-2	2	3	-13

High-throughput results deposited in PubChem BioAssay by several laboratories.
